Screens deposited in PubChem BioAssay by The Scripps Research Institute Molecular Screening Center.
ASAP1 GAP inh – blocks human ASAP1-stimulated Arf1 GTP hydrolysis | inhibition, % at 16.5 µM | actives 0.19% (n = 360,000) | AID 624377 | Q9ULH1 | GDP FP detection; in the data active = inhibition above about 25%;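 note: 0% = vehicle with enzyme and substrate and 100% = no enzyme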
PLCb3 inh – PLC-beta3 (human) inhibition, primary screen; Purified PLC-beta3, fluorogenic substrate, fluorescence; inhibition, % at 12.2 µM; Q01970; actives 0.18% (n = 370,000); in the data active = inhibition above about 11%;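 note: 0% = median of compound wells on plate and 100% = full blocker control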
UHRF1 MBD2 ctr – blocks human UHRF1 binding to methylated DNA. Q96T88. UHRF1 binding to methylated oligo, TR-FRET. inhibition, % at 4.4 µM. actives 0.75% (n = 370,000); in the data active = inhibition above about 21%;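 note: UHRF1 SRA domain binding a hemimethylated CpG hairpin DNA probe; 0% = median of test compound wells and 100% = reference inhibitor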
MBD2 inh – MBD2-methylated oligo binding inhibition; Q9UBB5; actives 0.31% (n = 370,000); TR-FRET, MBD2 binding to methylated oligonucleotide; inhibition, % at 4.4 µM; in the data active = inhibition above about 13%
proKLK7 act – proKLK7 (human) activation, primary screen. P49862. purified proKLK7, EDANS-DABCYL substrate fluorescence; 100% is mature enzyme control, 0% vehicle. activation, % at 7 µM. actives 0.9% (n = 370,000). AID 652039;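 active = activation above the mean of all tested compounds plus 3 SD, computed per campaign excluding outliers beyond control limits, cut at about 13% in these data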
Target sequence (P49862 whole entry, looked up): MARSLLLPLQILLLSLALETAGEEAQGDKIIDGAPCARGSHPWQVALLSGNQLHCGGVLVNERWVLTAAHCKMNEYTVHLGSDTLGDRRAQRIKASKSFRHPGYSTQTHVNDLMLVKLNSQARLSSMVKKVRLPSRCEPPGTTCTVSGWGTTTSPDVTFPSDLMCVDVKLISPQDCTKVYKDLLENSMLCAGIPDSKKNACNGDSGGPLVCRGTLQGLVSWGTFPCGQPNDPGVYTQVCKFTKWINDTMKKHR
ADAM17 inh – ADAM17 inhibition, QFRET primary screen. recombinant ADAM17, EDANS/DABCYL FRET peptide cleavage. inhibition, % at 6.95 µM. actives 0.83% (n = 370,000). AID 720648;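 active = inhibition above the mean of compounds lying between control limits plus 3 SD, set per campaign, cut at about 8.5% in these data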;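 note: 0% = DMSO-only wells as the low control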
ARFGAP1 inhibitor – inhibits rat ARF GTPase activating protein 1 | Arfgap1-stimulated ARF1 GTP hydrolysis, GDP FP detection | inhibition, % at 16.5 µM | actives 0.26% (n = 360,000) | AID 651572;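 active = inhibition above a per-plate limit, mean inhibition of low control wells plus 3 SD, cut at about 25% in these data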;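 note: 0% = DMSO wells with enzyme and 100% = wells lacking Arfgap1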
Target sequence (Q62848 1-136 limits assumed): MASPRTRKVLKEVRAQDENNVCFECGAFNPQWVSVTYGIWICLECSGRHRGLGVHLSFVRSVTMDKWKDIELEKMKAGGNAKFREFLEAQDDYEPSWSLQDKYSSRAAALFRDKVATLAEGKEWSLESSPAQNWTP
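Material: truncated rat Arfgap1 GAP domain; Incubation: compound-enzyme preincubation 20 min, reaction 120 min, detection 60 min, 25 °C; Read-out: percent inhibition of Arfgap1-stimulated GTP hydrolysis; Technique: FP, GDP Alexa 633 tracer displaced from anti-GDP antibody, 620/688 nm; Controls: No-Arfgap1 wells (100%) versus DMSO full-reaction wells (0%); Replication: single well per compound.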
Tn6 DDE FP – inhibitors of Tn6 peptide binding to human fibrin DD(E); P02675; Fibrin DD(E) TRITC-Tn6 fluorescence polarization displacement; inhibition, % at 8.3 µM; actives 0.21% (n = 370,000);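 active = inhibition above a per-campaign cutoff: mean of compounds within control limits plus 3 SD, cut at about 15% in these data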;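 note: 0% = median of all compound wells on the plate and 100% = blocking peptide control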
Target sequence (P02675 whole entry, looked up): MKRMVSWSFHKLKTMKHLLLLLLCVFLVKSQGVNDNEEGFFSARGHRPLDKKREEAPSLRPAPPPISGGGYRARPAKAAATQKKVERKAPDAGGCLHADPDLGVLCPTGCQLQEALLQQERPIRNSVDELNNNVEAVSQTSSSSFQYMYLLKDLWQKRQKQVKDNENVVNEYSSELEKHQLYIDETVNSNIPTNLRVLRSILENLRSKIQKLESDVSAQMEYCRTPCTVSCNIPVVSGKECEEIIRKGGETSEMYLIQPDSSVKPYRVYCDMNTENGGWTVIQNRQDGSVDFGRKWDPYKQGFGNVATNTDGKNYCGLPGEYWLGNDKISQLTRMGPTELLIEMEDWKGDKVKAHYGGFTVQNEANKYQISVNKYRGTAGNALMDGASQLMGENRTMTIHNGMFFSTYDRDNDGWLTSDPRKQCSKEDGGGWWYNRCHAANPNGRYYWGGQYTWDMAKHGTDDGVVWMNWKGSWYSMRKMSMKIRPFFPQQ
DDE Tn7 FP inh – DD(E)-Tn7 binding inhibition, primary FP screen; AID 720508; actives 0.13% (n = 370,000); P02675; inhibition, % at 8.3 µM; FP displacement of FITC-Tn7 peptide from fibrin DD(E); 0% = median of compound wells per plate;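 active = inhibition above the mean of compounds falling within the control limits plus 3 SD of them, cut at about 14% in these data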;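 note: 0% = plate median of compound wells and 100% = 10 µM Aha-Tn7 peptide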
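System: human fibrin DD(E); quantity: Fibrin-DD(E) at 2 µM final; also added: fluorescent Tn7 probe at 0.1 µM; compound dosing: single nominal test concentration of 8.3 µM per compound; schedule: 10 min preincubation, 3 h with tracer, room temperature; detection: fluorescence polarization of the labelled Tn7 tracer; repeats: one replicate per compound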
PLC-gamma1 inh – inhibitors of human phospholipase C gamma1; P19174; purified PLC-gamma1, fluorogenic substrate, fluorescence; inhibition, % at 12.2 µM; actives 0.84% (n = 370,000); AID 720700; in the data active = inhibition above about 9.5%
An asterisk follows results filed as active; / = no result given. The order is random. Share with any hit: about 4.1%.

SMILES	ASAP1 GAP inh	PLCb3 inh	UHRF1 MBD2 ctr	MBD2 inh	proKLK7 act	ADAM17 inh	ARFGAP1 inhibitor	Tn6 DDE FP	DDE Tn7 FP inh	PLC-gamma1 inh
NS(=O)(=O)c1ccc(NC(=S)Nc2ccc(S(=O)(=O)Nc3nccs3)cc2)cc1	-10	2	-1	-3	-0.4	-2	-3	-6	13	-1
O=C(NCCNS(=O)(=O)c1ccccc1Cl)c1cc(OCC(F)(F)F)ccc1OCC(F)(F)F	-3	1	-1	2	0.1	2	-9	-9	4	2
Cc1nn(Cc2ccccc2)c(C)c1/C=N/NC(=O)CNc1cccc(C(F)(F)F)c1	-3	0	-4	0	-0.4	11*	-8	-1	-5	9.6*
O=C(Nc1ccc(-c2cn3ccsc3n2)cc1)C1COc2ccccc2O1 (configuration not stated)	-5	1	-2	1	0.5	1	-4	-5	2	1
COc1cc(Cc2cc(N)nc(N)n2)cc(OC)c1OC	7	-7	2	1	0.5	-4	0	-12	-8	1
CCc1nc2c(OCc3ccc(F)c(F)c3)cccn2c1N(C)C(=O)c1cccs1	-8	1	0	1	0.7	2	16	-3	3	1
COc1ccccc1-c1nnc(NC(=O)c2ccc(S(=O)(=O)N(C)CC3CCCO3)cc2)o1 (configuration not stated)	7	-1	-3	-1	-0.3	3	20	-6	-1	4
COc1ccc(N2C[C@H](CSC)[C@@H](CC(=O)Nc3ccc(Br)cc3)C2=O)cc1	0	3	0	-1	1.6	6	8	-1	2	2
CCn1c(SCc2nc3scc(-c4ccccc4)c3c(=O)[nH]2)nnc1-c1ccc(Cl)cc1	-7	-1	-1	2	0.1	-1	-3	4	2	0
Cc1c(NC(=O)C(C)OC(=O)COc2ccc(C#N)cc2)c(=O)n(-c2ccccc2)n1C (configuration not stated)	-4	1	2	5	0.2	-1	-10	7	1	-17
CNC(=O)NC(=O)CSc1cccc(C(F)(F)F)c1	0	1	0	-1	-0.1	-2	-11	-3	0	0
CCNc1nc(C#N)nc2c1ncn2-c1cc(F)cc(F)c1	8	-6	0	-4	-0.4	-5	5	1	-5	-5
Cn1c(=O)c2[nH]c(SCc3ccccn3)nc2n(C)c1=S	1	1	-2	3	0.2	-3	6	3	4	1
O=S(=O)(Nc1cccc(CO)c1)c1cccs1	-5	-3	1	-2	-0.6	0	-6	3	5	3
COC(=O)COc1cccc(NC(=O)c2ccccc2)c1	-14	4	-2	-3	0.4	-5	0	5	5	-2
COc1ccc(C)cc1NC(=O)c1cnc2n(c1=O)CCS2	5	-13	0	0	0.5	0	-7	7	-4	-11
Cc1ccc(C(=O)N/N=C/c2cc(C)n(-c3ccc(Br)cc3)c2C)cc1[N+](=O)[O-]	-6	4	0	1	0.3	7	20	7	-4	8
O=C(COC(=O)c1ccc(F)c(S(=O)(=O)N2CCOCC2)c1)NCCc1ccccc1	-8	-1	0	-8	-0.2	-5	6	-3	2	-1
CCCCN1C(=O)C(=O)N(CC(=O)Nc2cc(OCC)c(N3CCOCC3)cc2OCC)C1=O	-8	-4	2	1	-0.2	-3	3	-5	-2	1
FC(F)(F)c1ccnc(N2CCN(Cc3cnc(-c4ccccc4)[nH]3)CC2)c1	0	-13	-1	4	-0.3	-1	5	-9	-2	4
O=C(Nc1ccc(-c2csc(Nc3cccc(C(F)(F)F)c3)n2)cc1)c1cc([N+](=O)[O-])cc(C(F)(F)F)c1	-3	5	-1	-4	-0.2	1	6	-4	-2	4
Cc1cnc(C(=O)OCC(=O)N2CCN(S(=O)(=O)c3ccc(Cl)cc3)CC2)cn1	-1	-8	1	-1	-0.9	2	10	1	2	-1
O=C(CCl)N1c2ccccc2SCC1c1ccccc1 (configuration not stated)	0	-4	-2	-1	0.4	0	5	0	-6	0
Cn1ccc2cc(NC(=O)Nc3cccnc3)ccc21	9	-21	10	8	0.3	-8	12	-37	-4	-1
Cc1cc(=O)n2nc(-c3ccccc3)sc2n1	4	-19	2	-2	0.5	-13	3	7	2	-12
CC1CCCN(C(=O)C2CCCN(S(=O)(=O)c3cccc4nsnc34)C2)C1 (configuration not stated)	-5	2	-4	0	0.7	-1	-3	-1	4	1
O=C(CCc1ccccc1)NNC(=O)c1ccncc1	-10	-7	0	0	0.3	-3	-24	1	6	-2
CC(=O)c1ccc(NC(=O)c2noc3c2CCCCC3)cc1	-19	-1	1	-1	-0.3	-4	-11	-6	-4	-2
Cc1n[nH]c(=O)c2c(NC(=O)CSc3nc4ccccc4c(=O)n3CCCO)oc(C)c12	-9	-6	7	-1	-0.5	-7	-14	2	9	-2
CC[C@]12c3[nH]c4ccc(OC)cc4c3CCN1C(=O)C(CC(=O)NCC13CC4CC(CC(C4)C1)C3)C[C@@H]2C(=O)N1CCN(C(=O)C2CC2)CC1 (some centres not stated)	9	9	2	-7	0.3	8	9	5	0	8
C/C(N)=C(/C#N)C(=O)CSc1nc2cc(Cl)ccc2s1	16	-9	-2	1	-0.1	1	-12	7	5	-5
Cc1cccc(Nc2nc3c(c(=O)n(C)c(=O)n3C)n2Cc2ccccc2)c1	-6	1	-1	-1	0.0	0	2	2	7	0
COc1ccc(C)cc1NC(=O)CN(Cc1nnc(-c2ccc(Cl)cc2)o1)C1CCCC1	-7	0	-1	3	0.3	3	2	-1	-2	-1
NC(=O)Nc1ccc(C(=O)OCC(=O)N2CCCC2=O)cc1	1	-6	-2	-3	0.9	-3	-1	2	4	2
COc1ccc(N=Cc2c(O)n(-c3cccc(C)n3)c(=O)c3ccccc23)cc1	17	-91	-1	-5	4.0	-28	3	-11	-1	-76
O=[N+]([O-])c1ccccc1S(=O)(=O)Nc1ncccn1	7	-4	1	-6	-0.5	0	2	0	0	6

10 entries already listed, sorted by SMILES length, lowest first.
SMILES	ASAP1 GAP inh	PLCb3 inh	UHRF1 MBD2 ctr	MBD2 inh	proKLK7 act	ADAM17 inh	ARFGAP1 inhibitor	Tn6 DDE FP	DDE Tn7 FP inh	PLC-gamma1 inh
Cc1cc(=O)n2nc(-c3ccccc3)sc2n1	4	-19	2	-2	0.5	-13	3	7	2	-12
O=C(CCc1ccccc1)NNC(=O)c1ccncc1	-10	-7	0	0	0.3	-3	-24	1	6	-2
Cn1ccc2cc(NC(=O)Nc3cccnc3)ccc21	9	-21	10	8	0.3	-8	12	-37	-4	-1
CC(=O)c1ccc(NC(=O)c2noc3c2CCCCC3)cc1	-19	-1	1	-1	-0.3	-4	-11	-6	-4	-2
O=[N+]([O-])c1ccccc1S(=O)(=O)Nc1ncccn1	7	-4	1	-6	-0.5	0	2	0	0	6
Cc1cccc(Nc2nc3c(c(=O)n(C)c(=O)n3C)n2Cc2ccccc2)c1	-6	1	-1	-1	0.0	0	2	2	7	0
COc1ccc(N=Cc2c(O)n(-c3cccc(C)n3)c(=O)c3ccccc23)cc1	17	-91	-1	-5	4.0	-28	3	-11	-1	-76
COc1ccc(C)cc1NC(=O)CN(Cc1nnc(-c2ccc(Cl)cc2)o1)C1CCCC1	-7	0	-1	3	0.3	3	2	-1	-2	-1
Cc1n[nH]c(=O)c2c(NC(=O)CSc3nc4ccccc4c(=O)n3CCCO)oc(C)c12	-9	-6	7	-1	-0.5	-7	-14	2	9	-2
CC[C@]12c3[nH]c4ccc(OC)cc4c3CCN1C(=O)C(CC(=O)NCC13CC4CC(CC(C4)C1)C3)C[C@@H]2C(=O)N1CCN(C(=O)C2CC2)CC1 (some centres not stated)	9	9	2	-7	0.3	8	9	5	0	8

Following part
SMILES	ASAP1 GAP inh	PLCb3 inh	UHRF1 MBD2 ctr	MBD2 inh	proKLK7 act	ADAM17 inh	ARFGAP1 inhibitor	Tn6 DDE FP	DDE Tn7 FP inh	PLC-gamma1 inh
Cc1cnnc2c1-c1no[n+]([O-])c1CC2	11	9	-4	2	-0.8	4	-5	-6	-4	13*
Cc1ccc(NC(=O)CC2Oc3ccc(C)cc3NC2=O)cc1 (configuration not stated)	20	-2	6	9	0.5	-5	-5	1	9	1
COc1ccccc1Cc1c(-c2ccco2)nc2cc(C)c(Br)c(C)n12	-12	-25	25*	10	-0.6	-2	-1	1	6	-16
COc1ccc(N2CCN(C(=O)c3ccc(CNS(=O)(=O)c4ccc(C)cc4)cc3)CC2)cc1	1	-7	-2	-4	0.3	-1	-4	-1	1	-2
CN(C)c1ccc(S(=O)(=O)NCC(=O)OCC(=O)c2ccc[nH]2)cc1[N+](=O)[O-]	9	-1	-4	-12	0.7	-2	-5	7	3	-4
CCCCNC(=O)CSc1nc2ccccc2n1S(=O)(=O)c1ccc(Cl)cc1	-17	4	10	3	-0.4	-3	10	-2	-6	1
C/C(=N\NS(=O)(=O)c1ccccc1)c1cc(Cl)cc(Cl)c1O	4	-11	6	4	0.1	-2	-5	5	10	1
COc1ccc(CN2CN3Cc4cc(F)ccc4C3CS2(=O)=O)cc1 (configuration not stated)	/	-1	-1	1	0.0	1	/	-2	-7	-1
Cc1c(NC(=O)Cc2ccccc2)cccc1C(=O)NN1C(=O)c2ccccc2C1=O	0	-2	2	5	-0.3	-4	14	-1	3	-3
CCOc1ccccc1OCC(=O)Nc1cc(S(=O)(=O)N2CCCCC2)ccc1N1CCN(CC)CC1	3	1	-2	2	0.8	1	7	3	-7	0
Cc1cc(Nc2ccccc2C(=O)O)n2ncnc2n1	0	-117	0	-1	-0.3	-6	5	5	3	-74
CN(C(=O)c1cc2n(n1)C(C(F)(F)F)CC(c1ccco1)N2)c1ccc(OC(F)(F)F)cc1 (configuration not stated)	2	-10	4	2	0.1	-1	-2	0	2	-6
CC1O[C@@H](O[C@H](C)CC[C@@H](C)O[C@H]2OC(C)[C@@H](O)C[C@H]2O)C(O)C[C@H]1O (some centres not stated)	15	3	1	3	0.3	4	-9	2	4	5
CCC(=O)N1c2ccc(S(=O)(=O)N(CCO)Cc3ccccc3)cc2CC1C (configuration not stated)	0	-2	-1	-2	0.5	-2	1	0	-1	0
CC(C)CC(CO)N1CCN(C(=O)c2cccc(C(F)(F)F)c2)CCC1=O (configuration not stated)	9	3	-3	0	-0.6	-1	-2	7	2	-1
Cc1cc(Br)cn2cc(C(=O)O)nc12	-5	-3	2	0	0.0	-4	-14	-1	5	-1
